Shn3 inh set2: reduction of Shn3 3'UTR firefly luciferase signal, primary screen, Schnurri-3 inhibitor project, cell-based, Clone20 osteoblasts, set 2 | Clone20 osteoblast Shn3 3'UTR firefly luciferase, 24 h | 360,000 compounds, 0.52% hits | inhibition, % at 12.5 µM;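 active means mean inhibition of at least 75% with every replicate also reaching 75%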;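 further: 0% = median of neutral control wells and 100% = pilot-screen positive control compound; some compounds past the cut are filed as inactive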
CF NFkB block: inhibitors of PAF-induced NF-kB signaling, primary screen, cell-based, GFP fluorescence, uHTS; KKLEB NF-kB-GFP reporter, GFP fluorescence overnight; inhibition, % at 5 µM; 360,000 compounds, 0.86% hits;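 active means at least 50% inhibition at 5 µM, scaled per plate between neutral and stimulator controls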;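 further: PAF is a Pseudomonas aeruginosa culture filtrate used as stimulus; plate controls were PAF-stimulated DMSO wells for no effect and unstimulated DMSO wells for full effect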
NR2E3 ag-1: inhibitors of NR2E3-RetCOR corepressor binding, primary screen, NR2E3 agonist project, biochemical, TR-FRET, GST-NR2E3, biotin-RetCOR; inhibition of corepressor binding, % at 4.78 µM; 320,000 compounds, 0.12% hits; Photoreceptor-specific nuclear receptor (Homo sapiens), Q9Y5X4; 1536-well; AID 2300, 2010;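 active means percent inhibition above the cutoff of mean plus 3 SD of all tested compounds, set per screening campaign, cut at about 20% in these data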;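 further: 0% = DMSO wells and 100% = biotin wells as full block of FRET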
Target sequence (Q9Y5X4 whole entry, looked up): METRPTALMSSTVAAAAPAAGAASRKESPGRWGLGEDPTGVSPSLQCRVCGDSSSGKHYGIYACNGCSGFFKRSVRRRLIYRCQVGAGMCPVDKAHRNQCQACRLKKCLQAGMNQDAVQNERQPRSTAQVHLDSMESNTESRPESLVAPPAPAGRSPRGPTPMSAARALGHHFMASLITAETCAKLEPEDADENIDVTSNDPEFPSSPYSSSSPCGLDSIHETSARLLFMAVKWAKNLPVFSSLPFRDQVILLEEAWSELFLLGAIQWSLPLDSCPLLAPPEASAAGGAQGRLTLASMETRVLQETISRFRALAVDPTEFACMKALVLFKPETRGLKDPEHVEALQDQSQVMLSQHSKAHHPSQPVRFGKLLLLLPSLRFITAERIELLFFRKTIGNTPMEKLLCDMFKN
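Material: NR2E3–RetCOR corepressor complex / Incubation: Compound–protein incubation for 5 h at 4 °C / Dosing: compound at 4.8 µM, single dose / Detection: time-resolved FRET / Benchmarks: high control biotin, low control 0.6% DMSO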
NR2E3 ag-2: NR2E3 agonists in two-hybrid cells, primary screen, cell-based, luminescence, CHO-S, Gal4-NCOR/VP16-NR2E3; AID 602229, 2012; luciferase; inhibition of corepressor binding, % at 3.98 µM; 360,000 compounds, 0.35% hits;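 active means inhibition above the mean of all tested compounds plus 3 SD, cut at about 70% in these data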;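 further: 0% = DMSO with NR2E3 transfected cells and 100% = cells lacking NR2E3 construct; higher means lower luciferase signal from less NR2E3 corepressor binding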
iPSC survival up: enhancers of single-cell hiPSC survival, primary screen, ATPlite luminescence | 100% = ROCK inhibitor wells, 0% = DMSO | survival enhancement, % at 20 µM | 360,000 compounds, 0.044% hits | AID 602274, 2012; in the data active means survival enhancement above about 18%;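 further: cells exposed to compounds for 16 hours before the ATP read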
HIF-2a inh: HIF-2a reporter inhibitors, primary screen, luminescence, 786-0 RCC cells | inhibition, % at 18.8 µM | AID 624352, 2012 | 360,000 compounds, 0.72% hits | 786-0 RCC cells HIF-2a reporter, luciferase luminescence, overnight;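 active means inhibition of the luminescence signal of 40% or more relative to plate controls, in a single-dose primary screen at 18.75 µM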
KKLEB tox: cytotoxicity in KKLEB CF airway cells, primary screen, cytotoxicity control for CF NF-kB inhibitor project, cell-based, uHTS, fluorescence assay plates | KKLEB CF airway cells viability, ATPlite luminescence, overnight; active compounds read low; cells stimulated with P. aeruginosa culture filtrate | AID 602141, 2011 | activity change (cytotoxicity), % at 5 µM | 360,000 compounds, 0.36% hits;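 active means corrected activity change at or below -50% at 5 µM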
TWEAK Fn14 block: inhibitors of TWEAK-Fn14 signaling, primary screen, luciferase reporter cells, uHTS; TWEAK-stimulated Fn14 reporter cells, luciferase luminescence, 8 h; inhibition, % at 10 µM; 360,000 compounds, 2% hits; AID 1159606, 2016; in the data active means inhibition above about 50%
aDG glyco up: activators of alpha-DG glycosylation, primary screen, uHTS, Pro5-aDG cells, AlphaScreen. alpha-DG glycosylation AlphaScreen (IIH6); 0% Pro5, 100% B10-LARGE cell signal. activation, % at 10 µM. 360,000 compounds, 0.22% hits. AID 624168, 2012;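 active means activation of at least 8% versus controls, or a plate z-score of at least 8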;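 further: Pro5 are CHO cells carrying HIG-tagged alpha-DG that lacks glycosylation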
Peg3 prom inh: Peg3 promoter-driven luciferase inhibitors, primary screen, cell-based, HeLa, luciferase luminescence. HeLa PEG-Prom luciferase reporter, overnight. inhibition, % at 20 µM. AID 588405, 2011. 360,000 compounds, 1.7% hits;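 active means inhibition of at least 50% at 20 µM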
MITF TRPM1 inh: inhibitors of MITF-dependent TRPM1 promoter reporter, primary screen, cell-based, SK-MEL-5, single point, luciferase; AID 488899, 2010; SK-MEL-5 TRPM1 promoter luciferase, 24 h; inhibition, % at 12.5 µM; 330,000 compounds, 0.83% hits;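 active means mean inhibition across replicates of 60% or more, whatever share of single replicates reaches that level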; further: values of inactives mirror those of a sister screen read the other way
An asterisk follows results filed as active; x = no result given.

Molecule | Shn3 inh set2 | CF NFkB block | NR2E3 ag-1 | NR2E3 ag-2 | iPSC survival up | HIF-2a inh | KKLEB tox | TWEAK Fn14 block | aDG glyco up | Peg3 prom inh | MITF TRPM1 inh
CCOC(=O)N1CCC(N2Cc3cccc(C(=O)NCc4ccccc4OC)c3C2=O)CC1 | 3 | -7 | 1 | -3 | -1.8 | 19 | 2 | 10 | 0.1 | 26 | -15
O=C1C=C(c2ccc3c(c2)OCO3)C[C@@H](c2ccc(F)cc2)C1 | -10 | 3 | 0 | -25 | -1.9 | -44 | -10 | -36 | 0.0 | -36 | 21
O=C(NNC(=O)c1ccccc1O)c1ccc(Cl)cc1 | 1 | -12 | -3 | -66 | 1.3 | -188 | -4 | 5 | 0.1 | -185 | -57
CC(=O)Nc1nc(C)c(C(C)(C)C)s1 | -7 | 16 | 0 | 1 | 4.1 | 6 | -2 | 19 | 2.1 | -5 | 12
Cn1ncc([N+](=O)[O-])c1C(=O)Nc1ccc(Cl)cc1 | -2 | -14 | 2 | -16 | 0.3 | -7 | 2 | 6 | 0.0 | -13 | -1
CC(C)Cc1nnc(NC(=O)C2CC(=O)N(c3ccc4c(c3)OCCO4)C2)s1 (stereo not given) | -3 | -14 | 2 | -7 | 0.1 | 19 | 8 | 3 | 0.1 | 1 | 10
CC(=O)Nc1ccc(S[C@@H](CCN2CC[C@H](C(C)(C)C)CCC2=O)c2ccccc2)cc1 | 25 | -14 | 1 | -3 | -2.7 | 9 | 6 | 1 | 0.1 | 1 | 11
COC(=O)c1ccc(NC(=O)COc2ccc(S(=O)(=O)N3CCCCC3)cc2)cc1 | 13 | 0 | 0 | 10 | -1.2 | 6 | 0 | -3 | -0.1 | 7 | 6
CSCCCNC(=S)Nc1ccc(N2CCOCC2)cc1 | 7 | -1 | 2 | 3 | 0.2 | 5 | -3 | -21 | 0.1 | -1 | 10
Cc1ccc(NS(=O)(=O)c2cc3c4c(c2)CC(=O)N4CCC3)cc1C | 18 | -35 | 0 | 10 | 0.1 | 17 | 18 | 4 | 0.5 | 21 | 1
Cn1c(-c2ccccc2)cnc1NCc1cccc([N+](=O)[O-])c1 | 14 | -15 | -3 | 4 | -0.3 | -28 | 1 | -11 | 0.1 | -19 | -7
Cc1cc(C(=O)NNC(=S)NC2CCCCC2)cs1 | 35 | 1 | 1 | -37 | -0.2 | -206 | 4 | -1 | -0.4 | -150 | -30
CCCOc1ccc(N2C(=O)CC(N(CCc3ccc(OC)cc3)C(=O)c3cccc(F)c3)C2=O)cc1 (stereo not given) | 13 | -11 | 2 | 6 | -2.5 | 15 | -4 | -17 | 0.1 | -2 | 7
COc1cc(C2C(C(=O)c3cccs3)=C(O)C(=O)N2CCN2CCOCC2)cc(OC)c1OC (stereo not given) | -7 | 6 | 3 | -20 | -0.4 | 11 | 5 | -17 | 0.0 | 19 | 4
Cc1cc(C)cc(OC2CCCCC2NS(=O)(=O)c2ccccc2)c1 (stereo not given) | 16 | 15 | 2 | -21 | 2.0 | 27 | -18 | 14 | 0.4 | 13 | 1
O=C(c1cccc(F)c1)N1CCN(S(=O)(=O)c2ccc(C(F)(F)F)cc2)CC1 | 2 | 20 | 3 | -22 | -1.4 | -8 | 6 | -8 | 0.0 | 16 | 9
O=C(c1ccc(Cn2cc(Cl)c([N+](=O)[O-])n2)cc1)N1CCN(Cc2ccccc2)CC1 | -3 | 5 | 2 | 2 | -0.8 | 14 | -1 | -9 | 0.0 | 18 | 12
O=C1NC(=S)SC1=C1CCCC1 | 1 | -2 | 5 | -8 | -1.5 | 16 | -2 | 0 | 0.0 | 8 | -19
Cc1ccc(SC2=C(N(C)C)C(=O)c3ccccc3C2=O)cc1 | -10 | 18 | x | 7 | -1.5 | -43 | 0 | 14 | 1.5 | 0 | 11
CCCS(=O)(=O)NC(=O)C1(C)CCCN(C(=O)c2cc(C)nn2C(C)(C)C)C1 (stereo not given) | 79 | -18 | x | -13 | 4.7 | 10 | 10 | -16 | 0.5 | 0 | x
COCCn1nnnc1C(c1cc2cc(OC)c(OC)cc2[nH]c1=O)N1CCN(c2ccc(O)cc2)CC1 (stereo not given) | 3 | 7 | 1 | 4 | -1.7 | 18 | -5 | 2 | 0.3 | 2 | 0
Cc1nc2nc(C)c(CCC(=O)NCCC3=CCCCC3)c(C)n2n1 | 1 | -9 | 0 | -35 | 1.8 | 9 | 25 | 5 | 0.0 | 12 | -1
Cc1cc(=O)n(-c2ccc(O)cc2)[nH]1 | -20 | -10 | 14 | 56 | -1.1 | 7 | -3 | 10 | 0.2 | 19 | 6
CCC(=O)c1ccc(OCC(O)Cn2nc(C)cc2C)cc1 (stereo not given) | 8 | -4 | -1 | -3 | 0.2 | 0 | -3 | 12 | 0.2 | 8 | -13
CN1CCN(CCCNC(=O)Nc2ccc([N+](=O)[O-])cc2)CC1 | 3 | -18 | -1 | -34 | -0.4 | 0 | 6 | -24 | -0.1 | -3 | 21
COc1ccc(C2Nc3ccccc3C(=O)N2Cc2ccccc2)cc1COc1ccccn1 (stereo not given) | -2 | 0 | 0 | -5 | -2.3 | 8 | 7 | 1 | -0.1 | 17 | -9
COc1ccc(Cl)cc1-c1nc(-c2ccncc2)no1 | -29 | -26 | 2 | -25 | 2.5 | -70 | 4 | -30 | 0.5 | -94 | -18
CC(NC(=O)COC(=O)c1nc(Cl)ccc1Cl)c1ccccc1 (stereo not given) | -26 | -11 | x | -21 | -1.3 | 5 | 5 | -13 | -0.2 | 11 | 8
Cc1cc(Br)ccc1OCC(=O)NNC(=O)CCc1ccccc1 | -11 | 3 | 2 | -2 | 0.0 | 6 | -12 | -10 | -0.1 | 6 | x
COc1ccc2ccccc2c1/C=N/NC(=O)c1cccc(C)c1 | x | -22 | 1 | -16 | -0.5 | -33 | 11 | -19 | 0.3 | -4 | -12

Ordered by the number under HIF-2a inh (descending): three of the compounds above
| Compound | Shn3 inh set2 | CF NFkB block | NR2E3 ag-1 | NR2E3 ag-2 | HIF-2a inh | TWEAK Fn14 block | aDG glyco up | Peg3 prom inh | MITF TRPM1 inh |
| --- | --- | --- | --- | --- | --- | --- | --- | --- | --- |
| Cc1cc(Br)ccc1OCC(=O)NNC(=O)CCc1ccccc1 | -11 | 3 | 2 | -2 | 6 | -10 | -0.1 | 6 | x |
| CC(NC(=O)COC(=O)c1nc(Cl)ccc1Cl)c1ccccc1 (stereo not given) | -26 | -11 | x | -21 | 5 | -13 | -0.2 | 11 | 8 |
| CCC(=O)c1ccc(OCC(O)Cn2nc(C)cc2C)cc1 (stereo not given) | 8 | -4 | -1 | -3 | 0 | 12 | 0.2 | 8 | -13 |

Other records.
Molecule | Shn3 inh set2 | CF NFkB block | NR2E3 ag-1 | NR2E3 ag-2 | iPSC survival up | HIF-2a inh | KKLEB tox | TWEAK Fn14 block | aDG glyco up | Peg3 prom inh | MITF TRPM1 inh
COc1cccc(NC(=O)c2nn(C34CC5CC(CC(C5)C3)C4)cc2[N+](=O)[O-])c1 | 9 | 17 | -2 | 2 | -0.5 | -13 | -13 | -6 | -0.1 | 5 | -2
CC1CN(C(=O)c2ccccc2NS(=O)(=O)c2ccc(Cl)cc2)CC(C)O1 (stereo not given) | 13 | 13 | x | 6 | -3.7 | 16 | -8 | 7 | 0.1 | 8 | 2
Cc1ccccc1N=CC=C1OC(C)(C)C(C)(C)O1 | 7 | -12 | -1 | 13 | 0.2 | 5 | 12 | -17 | -0.2 | -2 | -1
O=C(CN1C(=O)C2C3c4ccccc4C(c4ccccc43)C2C1=O)N1CCOCC1 (stereo not given) | -15 | -7 | 3 | -14 | 0.7 | 12 | 6 | -3 | 0.1 | -9 | 16
Cc1cc(C(=O)NC2CCCCCC2)c2ccccc2n1 | -10 | 15 | x | 9 | 2.7 | 19 | -5 | 13 | -0.3 | 4 | 5
CCOC(=O)N1CCN(C(=O)CCc2nc3sc4c(c3c(=O)[nH]2)CCCC4)CC1 | 2 | 19 | 0 | -2 | 0.1 | 12 | -7 | -3 | -0.2 | 1 | 8
CC1(C)CC(NS(=O)(=O)OCC(Cl)(Cl)Cl)c2cc(C#N)ccc2O1 (stereo not given) | 5 | -26 | 5 | -20 | -0.6 | -3 | 6 | -4 | 0.0 | 21 | 5
CC(=O)NCCC(=O)NCC1(N(C)Cc2ccccc2)Cc2ccccc2C1 | -11 | -5 | x | 4 | -0.5 | 0 | 22 | 4 | 0.1 | -10 | 6
CC(=O)Nc1nc2ccc(C(=O)NC3CCCCC3)cc2s1 | -4 | -7 | 3 | -11 | -0.8 | -26 | 8 | -1 | 0.3 | -22 | -11
CN(Cc1cn(C)c2ccccc12)C(=S)Nc1cc(F)cc(F)c1 | 14 | -12 | -1 | 1 | 4.2 | 11 | -1 | -6 | 0.1 | 15 | 15

Of the compounds above, eight have an aryl methoxy group:
Molecule | Shn3 inh set2 | CF NFkB block | NR2E3 ag-1 | NR2E3 ag-2 | iPSC survival up | HIF-2a inh | KKLEB tox | TWEAK Fn14 block | aDG glyco up | Peg3 prom inh | MITF TRPM1 inh
CCOC(=O)N1CCC(N2Cc3cccc(C(=O)NCc4ccccc4OC)c3C2=O)CC1 | 3 | -7 | 1 | -3 | -1.8 | 19 | 2 | 10 | 0.1 | 26 | -15
CCCOc1ccc(N2C(=O)CC(N(CCc3ccc(OC)cc3)C(=O)c3cccc(F)c3)C2=O)cc1 (stereo not given) | 13 | -11 | 2 | 6 | -2.5 | 15 | -4 | -17 | 0.1 | -2 | 7
COc1cc(C2C(C(=O)c3cccs3)=C(O)C(=O)N2CCN2CCOCC2)cc(OC)c1OC (stereo not given) | -7 | 6 | 3 | -20 | -0.4 | 11 | 5 | -17 | 0.0 | 19 | 4
COCCn1nnnc1C(c1cc2cc(OC)c(OC)cc2[nH]c1=O)N1CCN(c2ccc(O)cc2)CC1 (stereo not given) | 3 | 7 | 1 | 4 | -1.7 | 18 | -5 | 2 | 0.3 | 2 | 0
COc1ccc(C2Nc3ccccc3C(=O)N2Cc2ccccc2)cc1COc1ccccn1 (stereo not given) | -2 | 0 | 0 | -5 | -2.3 | 8 | 7 | 1 | -0.1 | 17 | -9
COc1ccc(Cl)cc1-c1nc(-c2ccncc2)no1 | -29 | -26 | 2 | -25 | 2.5 | -70 | 4 | -30 | 0.5 | -94 | -18
COc1ccc2ccccc2c1/C=N/NC(=O)c1cccc(C)c1 | x | -22 | 1 | -16 | -0.5 | -33 | 11 | -19 | 0.3 | -4 | -12
COc1cccc(NC(=O)c2nn(C34CC5CC(CC(C5)C3)C4)cc2[N+](=O)[O-])c1 | 9 | 17 | -2 | 2 | -0.5 | -13 | -13 | -6 | -0.1 | 5 | -2
